# Source: PubChem BioAssay
# CXXC DNA block – MLL CXXC-DNA interaction inhibition; Q03164; MLL-CXXC / FITC-HOXA9 DNA fluorescence polarization; Potency, µM (series often up to 115 µM), without a hit: at the top dose activity change, negative = inhibition, usual class: inhibitors; 0.037% of 290,000 active; active = well fitted inhibition curve with a large enough effect in the polarisation, with a control signal flat, not every such curve was filed as active; inconclusive = small, poorly fitted or top-dose-only effect, or effect the other way, or a change in a side signal; inactive = no such curve, though single readings can be large or run the other way; the % refers to the polarisation
#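 Steps: dispense CXXC domain solution (7 uM) → pin compounds or unlabeled HOX-A9 DNA control → 5 min ambient → add FLSN-HOX-A9 solution (50 nM) → spin → 30 min ambient → fluorescence polarization. Tris pH 7.5/NaCl/DTT/BSA buffer.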
# Rab9 prom act – Rab9 promoter activation. Huh7 Rab9 promoter-luciferase reporter, luminescence, 24 h. 2.8% of 320,000 active. Potency, µM (highest dose often 9.22 µM), for the others: at the top dose activation, negative = inhibition, most hits filed as activators; note: % of control where 0% means no effect; nearly all actives have a fitted effect of over 60% in size
#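 Steps: seed 1500 Huh7 Rab9-luc cells per well, rest 2 h at 37 °C; add compound in DMSO; incubate 24 h; add luciferase reagent, 10 min ambient; read luminescence.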
# ELG1 genotoxic – inducers of genotoxicity in HEK293T ELG1-luciferase cells; Potency, µM (series often up to 46 µM), for the others: at the top dose activity change, positive = activation, actives largely listed as activators; AID 504466; 1.3% of 330,000 active; HEK293T ELG1-luciferase reporter, luminescence, 16 h; note: % of control where 0% means no effect; nearly all actives have a fitted effect of over 60% in size
#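 Quantitative HTS format in 1536-well plates. HEK293T ELG1-luciferase reporter cells receive test compound and are incubated 16 hr at 37 °C, 5% CO2; ONE-Glo added, 30 min room temperature, then luminescence read.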
# BRCA1 expr act – activators of BRCA1 expression; MCF7-BRCA1-FFLuc reporter, luminescence, 48 h; response scale: scaled: vehicle 0%, 10 µM genistein 100%; Potency, µM (top dose mostly 46.1 µM), for inactives: top-dose activation, usual class: activators; 1.1% of 380,000 active; AID 624202; note: nearly all actives have a fitted effect of over 80% in size; some results filed as inactive show a strong effect at the top dose
#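 48 h compound treatment of MCF7-BRCA1-FFLuc cells (phenol-red free MEM, 37 °C), then 15 min with luciferase substrate and luminescence imaging.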
# MBNL1-CUG inh – blocks human MBNL1 binding to CUG repeat RNA. Q9NR56. TR-FRET MBNL1-His/biotin-(CUG)12 binding, 665/545 ratio. Potency, µM (series often up to 57.5 µM), without a hit: at the highest dose activity change, negative = inhibition, hits mostly inhibitors. 0.036% of 280,000 active. AID 2675; active = well fitted inhibition curve with a large enough effect in the signal ratio, with a control signal flat, not every such curve was filed as active; inconclusive = small, poorly fitted or top-dose-only effect, or effect the other way, or a change in a side signal; inactive = no such curve, though single readings can be large or run the other way; the % refers to the signal ratio; note: % is set by controls: 0 for no effect and ±100 for the full control effect
# Target sequence (Q9NR56 whole entry, looked up): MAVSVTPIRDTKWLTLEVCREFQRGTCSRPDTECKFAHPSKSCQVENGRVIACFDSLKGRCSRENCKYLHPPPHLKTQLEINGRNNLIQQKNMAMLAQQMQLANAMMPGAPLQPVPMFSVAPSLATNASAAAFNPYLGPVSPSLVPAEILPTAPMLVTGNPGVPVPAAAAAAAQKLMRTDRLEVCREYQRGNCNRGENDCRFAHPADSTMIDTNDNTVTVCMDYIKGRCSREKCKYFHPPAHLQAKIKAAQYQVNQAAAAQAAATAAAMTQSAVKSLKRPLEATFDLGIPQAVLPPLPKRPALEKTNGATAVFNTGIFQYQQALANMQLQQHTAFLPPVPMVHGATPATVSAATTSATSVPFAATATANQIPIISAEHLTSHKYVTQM
#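 Ratiometric TR-FRET (665 over 545 nm, excitation 340 nm) tracks disruption of MBNL1-His/biotin-(CUG)12 complex after 60 min at room temperature, with compounds at 92 nM to 58 uM final.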
# p53 reactivator – restores transcriptional activity of mutant p53; Potency, µM (highest dose often 92.2 µM), inactives show at the highest dose activity change, positive = activation, actives largely listed as activators; H1299 p53-A138V BP100-luciferase reporter, luminescence, 24 h; 0.063% of 320,000 active; note: % of control where 0% means no effect; nearly all actives have a fitted effect of over 45% in size
#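 p53-null H1299 cells stably carrying temperature-sensitive p53-A138V and a BP100-luciferase reporter were pinned with compounds (4-point, 1:5 series) and held 24 hrs at 37 deg C. Luminescence was read 10 min after detection reagent.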
# uPA surface inh – cell surface uPA generation inhibition; 0.31% of 330,000 active; cell surface uPA generation assay, qHTS; Potency, µM (doses to about 38.3 µM), for the others: at the highest dose activity change, negative = inhibition, actives largely listed as inhibitors; active = well fitted inhibition curve with a large enough effect; inconclusive = small, poorly fitted or top-dose-only effect; inactive = no such curve, though single readings can be large or run the other way; tested in mouse RAW 264.7 cells; note: % is set by controls: 0 for no effect and ±100 for the full control effect; nearly all actives have a fitted effect of over 55% in size
# NPC1 promoter act – activators of NPC1 promoter; Huh7 NPC1 promoter luciferase reporter, 24 h; Potency, µM (doses to about 9.22 µM), for inactives: at the highest dose activation, hits mostly activators; 2.4% of 320,000 active; AID 485313;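 note: % of control where 0% means no effect; nearly all actives have a fitted effect of over 60% in size; reporter is driven by a mutant NPC1 promoter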
#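 Quantitative HTS used a cell-based reporter: Huh7 cells stably bearing the NPC1 promoter upstream of luciferase were treated with compounds for 24 h, and promoter activation was read as luminescence.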
# RORgamma inh – blocks mouse ROR gamma transcriptional activity | P51450 | Drosophila S2 Gal4-RORgamma UAS-luciferase reporter, 20 h | Potency, µM (series often up to 53.6 µM), inactives show at the top dose activity change, negative = inhibition, usual class: inhibitors | 5.4% of 310,000 active | AID 2551; note: % is set by controls: 0 for no effect and ±100 for the full control effect; nearly all actives have a fitted effect of over 60% in size
# Target sequence (P51450 whole entry, looked up, the tested form may be a part): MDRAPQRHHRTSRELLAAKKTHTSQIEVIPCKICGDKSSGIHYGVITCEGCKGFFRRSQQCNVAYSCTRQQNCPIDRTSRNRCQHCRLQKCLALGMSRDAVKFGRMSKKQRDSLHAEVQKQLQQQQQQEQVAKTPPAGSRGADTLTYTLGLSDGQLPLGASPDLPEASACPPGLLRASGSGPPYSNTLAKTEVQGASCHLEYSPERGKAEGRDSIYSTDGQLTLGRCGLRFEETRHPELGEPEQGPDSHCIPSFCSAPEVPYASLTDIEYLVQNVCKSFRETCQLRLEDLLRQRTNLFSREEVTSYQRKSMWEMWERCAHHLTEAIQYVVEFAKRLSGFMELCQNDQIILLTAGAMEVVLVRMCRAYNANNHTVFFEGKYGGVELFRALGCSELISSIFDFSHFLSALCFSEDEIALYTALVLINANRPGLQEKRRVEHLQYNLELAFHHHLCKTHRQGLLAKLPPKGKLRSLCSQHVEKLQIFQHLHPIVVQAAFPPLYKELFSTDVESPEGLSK
#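 Compounds are pin-transferred onto Drosophila Schneider cells expressing a copper-inducible Gal4–ROR gamma transactivation domain fusion. After 1 hr, copper sulfate is added to 700 uM final; luciferase is read 20 hr later.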
# FLuc counter – counter-screen for miR-21 project: firefly luciferase inhibitors or activators; purified FLuc, Km substrates, luminescence inhibition; Potency, µM (doses to about 57.5 µM), without a hit: top-dose activity change, negative = inhibition, hits mostly inhibitors; AID 588342; 6.9% of 360,000 active;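 note: plate controls were vehicle for no effect and reference inhibitor for full effect; nearly all actives have a fitted effect of over 55% in size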
#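 Purified P. pyralis luciferase (10nM final) with 10uM D-luciferin and 10uM ATP (Km levels) in 50mM Tris acetate pH 7.5, 10mM Mg acetate, 0.01% Tween-20, 0.05% BSA; qHTS 6-point titration, ~60 µM downward; luminescence read.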
# Gal4-VP16 FLuc – counter-screen for ROR gamma inhibitors: Gal4-VP16 reporter | AID 2546 | 3.5% of 310,000 active | Drosophila S2 Gal4-VP16 UAS-luciferase, luminescence, 20 h | Potency, µM (top dose mostly 53.6 µM), for the others: at the highest dose activity, negative = inhibition, most hits filed as inhibitors;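 note: Gal4-VP16 expression switched on by copper sulfate through the metallothionein promoter; % is set by controls: 0 for no effect and ±100 for the full control effect; nearly all actives have a fitted effect of over 50% in size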
# Starred values were filed as active, the others as inactive; u = inconclusive; x = not tested or not shown; [ ] = another dose, or the depositor's remark. Unless noted, calls come from the whole dose curve; as a rule, active = well fitted curve in the direction sought with a large enough effect; inconclusive = small, poorly fitted or top-dose-only effect, or another doubt; inactive = no such curve, though single readings can be large; an effect the other way counts as inactive or inconclusive. Potency is the fitted concentration of half-maximal effect. A portion of the library, so the mix of outcomes need not match the whole.
SMILES,CXXC DNA block,Rab9 prom act,ELG1 genotoxic,BRCA1 expr act,MBNL1-CUG inh,p53 reactivator,uPA surface inh,NPC1 promoter act,RORgamma inh,FLuc counter,Gal4-VP16 FLuc
Cc1nn2c(=O)cc(CSCC(=O)Nc3ccccc3Cl)nc2s1,13%,3%,-1%,-2%,-6%,0%,1%,0%,-15%,2%,1%
CCOc1ccc(OCCOC(=O)CN(C)S(=O)(=O)c2ccc(NC(C)=O)cc2)cc1,x,7%,21%,-3%,x,0%,-10%,2%,x,-21%,x
COc1cccc(CN2CCNC(=O)C2CC(=O)N2CCOc3ccccc3C2)c1OC (stereo not given),-6%,2%,1%,-1%,18%,1%,1%,-10%,7%,-1%,-8%
CCOc1nc(Nc2ccc([N+](=O)[O-])cc2)nc(NC(C)(C)C)n1,0%,-4%,-5%,-18%,x,-3%,-10%,-3%,23%,7%,-11%
CCOC(=O)CSc1nnc(-c2ccccc2NC(=O)c2ccccc2)o1,-4%,-15%,0%,-4%,104%[activator],-11%,-1%,-5%,-10%,4%,-7%
Cn1c(-c2cccs2)nc2ccccc21,1%,2.5µM*,8%,7.9µM*,-1%,24%,-6%,4µM*,13µM*,u,5%
CC(CNC(=O)C1CCCCC1C(=O)O)c1ccccc1 (stereo not given),-1%,-4%,0%,4%,5%,0%,x,0%,11%,0%,-2%
CCn1c(C(C)NC(=O)Cc2ccccc2)nc2ccccc21 (stereo not given),-2%,-8%,0%,0%,-2%,12%,-1%,-6%,6%,3%,-1%
c1ccc(-c2noc(-c3cccnc3)n2)nc1,-3%,2µM*,5.2µM*,-24%,4%,u,-6%,2.8µM*,u,13µM*,u
COc1cccc(CNC(=O)CN2C(=O)COc3ccc(S(=O)(=O)N4CCC(C)CC4)cc32)c1,13%,-2%,-2%[9.26 µM],0%,-4%,-3%,-4%,-1%,13%,4%,3%
O=C(NNc1ccc(Cl)cc1)C1CCC1,-2%,u,10%,-16%,-11%,-1%,7%,-1%,2%,-1%,0%
Nc1nn(-c2ccccc2)c2ccc([N+](=O)[O-])cc12,14%,-1%,11%,52%,u,5%,-8%,12%,u,17µM*,3%
Cc1cc(NC(=O)CSc2nnc(C3CC3)n2C)no1,-8%,0%,-3%,8%,-5%,-6%,0%,5%,-3%,2%,-6%
CCCCC(=O)NC(c1cccc([N+](=O)[O-])c1)c1c(OC(C)=O)ccc2ccccc12 (stereo not given),u,-6%,0%,-92%[inhibitor],4%,4%,-1%,-2%,36%,1%,u
C/C=C/c1ccc(OCCNCc2ccccc2)c(OC)c1,19%,3%,-2%,23%,4%,x,-11%,-3%,-10%[1.91 µM],2%,17%
CCCc1nc2cc(CC(=O)OC)ccc2o1,-8%,-1%,9%,5%,-18%,3%,x,8%,5%,u,-2%
Cc1ccc(C)c(-c2csc(N)c2C(=O)OC(C)C)c1,-5%,-2%,-11%,-30%,-13%,-5%,8%,-2%,-9%,3%,-14%
O=C(NC(=S)Nc1cccc2[nH]ncc12)c1ccccc1,3%,2.5µM*,-4%,10µM*,x,26%,-2%,3.2µM*,-9%,u,-7%
Nc1ccc(S(=O)(=O)NNC(=O)C(=O)NNc2ccccc2)cc1,-3%,-6%,11%,-41%,x,-2%,-1%,0%,9%[10 µM],1%,-4%
COc1ccc(CNc2ccc3cn[nH]c3c2)c(OC)c1OC,23%,7%,-1%,-66%,u,-2%,-7%,-1%,-4%,-7%,-3%
O=C1NC(c2ccccc2)C(C(=O)c2cccs2)=C1O (stereo not given),3%,7%,0%,6%,4%,-4%,5%,2%,u,0%[2.3 µM],11%
CCC(=O)NC(=S)Nc1ccc(NC(=O)c2ccc(C)c([N+](=O)[O-])c2)cc1,16%,-4%,-2%,-5%,-8%,1%,5%,-1%,-26%,-2%,5%
CCN(CC)C(=O)N1CCN(C(=O)c2ccc(C)cn2)CC1,14%,0%,-1%,-6%,5%,-9%,1%,-4%,-4%,4%,-2%
O=C(COc1ccccc1)NCc1ccccc1,33%[activator],16%,11%,40%,8%,4%,-6%,-2%,33%,-2%,7%
CCN(CC)S(=O)(=O)c1ccc2oc(Nc3ccc(OC)cc3)nc2c1,4%,3%,-2%,0%,1%,-4%,-1%,0%,u,-12%,4%
N/C(=N\OC(=O)c1cccc(Cl)c1)c1ccncc1,0%,23%,u,u,-1%,15%,6%,17%,-2%,19µM*,-21%
CN(C)[C@@H]1CCC[C@H]1OC(=O)C(c1ccccc1)c1ccccc1,-8%,-5%,-4%,-11%,-6%,-6%,4%,0%,11%,2%,2%
O=C(Nn1cnc2ccccc2c1=O)c1ccc(F)cc1Cl,-9%,u,16%,79%,-10%,9%,-11%,29%,2%,13µM*,1%
CN(C)c1ccc(NS(=O)(=O)c2ccc(Cl)cc2)cc1,-1%,-4%,1%,-21%,-3%,-1%,4%,-2%,34%,1%,-17%
Cn1c(NC(=O)c2ccco2)c(-c2ccc(Cl)cc2)c(=O)c2ccccc21,-5%,1%,4%,-13%,1%,-3%,x,-2%,20%,1%,-3%
CCOC(=O)c1nn(-c2ccccc2C)c2nc(-c3ccc(Cl)cc3)c(C#N)c(=O)n12,14%,-5%,2%,-53%,34%[activator],-8%,-2%,2%,30%,1%,4%
CC(=O)N1CCN(C(=O)/C(C#N)=C/c2ccc3c(c2)OCO3)CC1,32%[activator],-2%,-7%,0%,-1%,-2%,0%,-1%,-42%,-1%,-9%
Cc1ccc(C(NC(=O)N2CCOCC2)C(Cl)Cl)cc1F (stereo not given),3%,-4%,0%,64%,-10%,1%,3%,-4%,u,10%,-11%
O=C(CSc1nnc(-c2ccccc2)n1Cc1ccccc1)NNC(=O)c1ccccc1O,21%,-1%,0%,-70%,-4%,-4%,-5%,0%,7%,1%,-12%
CCc1ccc(Nc2nnc(SCC(=O)NC(=O)CN3CCCC3=O)s2)cc1,x,3%,7%,-16%,x,15%,u,0%,x,3µM*,x
Cc1cccc(NC(=O)CCS(=O)(=O)c2ccccc2)c1,-4%,2%,8%,73%,4%,u,6%,4%,13%,u,-19%
CCN(CC)c1ccc(S(=O)(=O)N2CCOCC2)cc1NC(=O)Cn1nc(C)c([N+](=O)[O-])c1C,x,-4%,2%,-14%,x,-3%,1%,0%,x,0%,x
N#Cc1ccc(OCCN2C(=O)NC3(CCSC3)C2=O)cc1 (stereo not given),-1%,0%,2%,0%,6%,-5%,0%,6%,3%,-3%,3%
CC(C)CN(C(=O)CSc1nnc2ccccn12)C1CCS(=O)(=O)C1 (stereo not given),x,0%,0%,6%,x,21%,-6%,-2%,x,x,x
CCOC(=O)C1=CC[C@H]2c3c(c4ccccc4n3C)C[C@H]1N2C,x,-10%,0%,11%,x,-9%,-3%,-4%,x,7%,x

# Three compounds from above, limited to Gal4-VP16 FLuc, uPA surface inh and MBNL1-CUG inh:
mol	Gal4-VP16 FLuc	uPA surface inh	MBNL1-CUG inh
CN(C)[C@@H]1CCC[C@H]1OC(=O)C(c1ccccc1)c1ccccc1	2%	4%	-6%
O=C(Nn1cnc2ccccc2c1=O)c1ccc(F)cc1Cl	1%	-11%	-10%
CN(C)c1ccc(NS(=O)(=O)c2ccc(Cl)cc2)cc1	-17%	4%	-3%

# Other results follow:
SMILES,CXXC DNA block,Rab9 prom act,ELG1 genotoxic,BRCA1 expr act,MBNL1-CUG inh,p53 reactivator,uPA surface inh,NPC1 promoter act,RORgamma inh,FLuc counter,Gal4-VP16 FLuc
CN(C)C(=O)c1cc2cc(Br)ccc2s1,-5%,22%,5%,49%,-2%,1%,2%,0%,26%,-16%,u
COc1ccc(CNC(=O)C(C)NCc2ccc(S(N)(=O)=O)cc2)cc1 (stereo not given),-5%,-7%,-3%,-16%,2%,0%,1%,-2%,-3%,1%,8%
COc1cc(C(=O)NC(C)C2CC3CCC2C3)cc(OC)c1OC (stereo not given),1%,-3%,9%,-16%,1%,x,-1%,-4%,u,0%,8%
Cc1ccc(Nc2nnc(SCC(=O)Nc3ccc(S(=O)(=O)N4CCOCC4)cc3)s2)cc1,17%,19%,u,12%,-5%,19%,-2%,7%,-13%,3µM*,u
CCOc1cc(/C=N/NC(=O)C2CC2)ccc1OC(C)C,-6%,-5%,-5%,10%,19%,15%,-2%,-1%,5%,2%,1%
